# Screening results as filed in PubChem.
# TRPM1 prom inh – inhibitors of MITF-driven TRPM1 promoter in melanoma cells; SK-MEL-5 TRPM1 promoter luciferase, 24 h; inhibition, % at 12.5 µM; 330,000 compounds, 0.83% hits; AID 488899;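 active = mean inhibition across replicates of 60% or more, whatever share of single replicates reaches that level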; also: values of inactives mirror those of a sister screen read the other way
# HIF-2a block – HIF-2a inhibition; 786-0 RCC cells HIF-2a reporter, luciferase luminescence, overnight; inhibition, % at 18.8 µM; 360,000 compounds, 0.72% hits; AID 624352;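 active = inhibition of the luminescence signal of 40% or more relative to plate controls, in a single-dose primary screen at 18.75 µM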
# NR2E3 ag-1 – agonists of human NR2E3 nuclear receptor | Q9Y5X4 | CHO-S Gal4-NCOR/VP16-NR2E3 two-hybrid, luciferase | inhibition of corepressor binding, % at 3.98 µM | 360,000 compounds, 0.35% hits | AID 602229;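 active = inhibition above the mean of all tested compounds plus 3 SD, cut at about 70% in these data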;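 also: 0% = DMSO with NR2E3 transfected cells and 100% = cells lacking NR2E3 construct; higher means lower luciferase signal from less NR2E3 corepressor binding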
# Target sequence (Q9Y5X4 whole entry, looked up, the tested form may be a part): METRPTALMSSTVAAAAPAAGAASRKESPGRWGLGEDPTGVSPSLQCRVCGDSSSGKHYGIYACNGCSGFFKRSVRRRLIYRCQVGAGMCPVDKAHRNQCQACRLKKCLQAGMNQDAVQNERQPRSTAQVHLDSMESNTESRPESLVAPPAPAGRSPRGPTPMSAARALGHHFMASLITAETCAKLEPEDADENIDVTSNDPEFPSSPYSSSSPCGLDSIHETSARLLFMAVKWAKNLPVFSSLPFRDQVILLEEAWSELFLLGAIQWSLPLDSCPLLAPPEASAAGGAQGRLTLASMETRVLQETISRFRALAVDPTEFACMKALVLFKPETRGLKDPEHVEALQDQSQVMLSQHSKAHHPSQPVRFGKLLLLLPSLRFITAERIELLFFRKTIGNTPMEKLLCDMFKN
# NR2E3 ag-2 – NR2E3 (human) agonism | Q9Y5X4 | GST-NR2E3/biotin-RetCOR TR-FRET, 1536-well | inhibition of corepressor binding, % at 4.78 µM | 320,000 compounds, 0.12% hits | AID 2300;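 active = percent inhibition above the cutoff of mean plus 3 SD of all tested compounds, set per screening campaign, cut at about 20% in these data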;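 also: 0% = DMSO wells and 100% = biotin wells as full block of FRET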
#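 Test system: GST-NR2E3 and biotin-RetCOR proteins | Quantity: 1.35 nM GST-tagged NR2E3 final | Medium: Tris pH 7.5 | Also added: 7 nM biotin-RetCOR | Dosing: Compound at 4.8 µM, single dose | Timing: 5 h at 4 °C | Detection: Time-resolved FRET | Read-out basis: Percent inhibition | Benchmarks: Biotin wells as high control, 0.6% DMSO wells as low control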
# CF NFkB inh – blocks PAF-induced NF-kB reporter in cystic fibrosis cells; 360,000 compounds, 0.86% hits; inhibition, % at 5 µM; AID 588850; KKLEB NF-kB-GFP reporter, GFP fluorescence overnight;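 active = at least 50% inhibition at 5 µM, scaled per plate between neutral and stimulator controls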;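 also: PAF is a Pseudomonas aeruginosa culture filtrate used as stimulus; plate controls were PAF-stimulated DMSO wells for no effect and unstimulated DMSO wells for full effect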
# Shn3 inh set2 – inhibitors of Schnurri-3 3'UTR reporter in osteoblasts; 360,000 compounds, 0.52% hits; inhibition, % at 12.5 µM; AID 588674; Clone20 osteoblast Shn3 3'UTR firefly luciferase, 24 h;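 active = mean inhibition of at least 75% with every replicate also reaching 75%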;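 also: 0% = median of neutral control wells and 100% = pilot-screen positive control compound; some compounds past the cut are filed as inactive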
# Peg3 promoter – reduces Peg3 promoter-driven luciferase expression in HeLa; HeLa PEG-Prom luciferase reporter, luminescence, overnight; inhibition, % at 20 µM; 360,000 compounds, 1.7% hits;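 active = inhibition of at least 50% at 20 µM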
# KKLEB cytotox – counter-screen for CF NF-kB inhibitors: cytotoxicity; 360,000 compounds, 0.36% hits; KKLEB CF airway cells viability, ATPlite luminescence, overnight; stronger effect = lower value; cells stimulated with P. aeruginosa culture filtrate; activity change (cytotoxicity), % at 5 µM;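 active = corrected activity change at or below -50% at 5 µM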
# CaV13 FRET inh – Primary screen for inhibitors of IQ motif and Ca2+-dependent inactivation inhibitor domain binding in CACNA1D, Förster resonance energy transfer in living cells, … | inhibition, % at 12.3 µM | HEK cells, CFP/YFP FRET ICDI-IQ, plate reader, 10 min; percent FRET-ratio fall versus neutral wells | 340,000 compounds, 0.098% hits;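 active = mean replicate inhibition of at least 30% and at least 1% of replicates passing that level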;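 also: 0% = median of the neutral control wells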
# Vif imaging – blocks HIV Vif function | inhibition, % at 7.49 µM | HEK293T cells, Vif self-association by quenched fluorescence, imaging, 24 h | 340,000 compounds, 0.35% hits | AID 602346; in the data active = inhibition above about 50%, passing the limit was not always enough; also: some results filed as inactive read as strong as hits
# PDI turbidity – inhibitors of human protein disulfide isomerase; PDI insulin aggregation turbidity, A650, 90 min; 350,000 compounds, 0.052% hits; AID 588391; P07237; inhibition, % at 10 µM;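 active = mean inhibition across replicates of 30% or more, whatever share of single replicates reach that level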;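 also: absorbance from insulin aggregation driven by PDI reduction with DTT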
# Target sequence (P07237 whole entry, looked up): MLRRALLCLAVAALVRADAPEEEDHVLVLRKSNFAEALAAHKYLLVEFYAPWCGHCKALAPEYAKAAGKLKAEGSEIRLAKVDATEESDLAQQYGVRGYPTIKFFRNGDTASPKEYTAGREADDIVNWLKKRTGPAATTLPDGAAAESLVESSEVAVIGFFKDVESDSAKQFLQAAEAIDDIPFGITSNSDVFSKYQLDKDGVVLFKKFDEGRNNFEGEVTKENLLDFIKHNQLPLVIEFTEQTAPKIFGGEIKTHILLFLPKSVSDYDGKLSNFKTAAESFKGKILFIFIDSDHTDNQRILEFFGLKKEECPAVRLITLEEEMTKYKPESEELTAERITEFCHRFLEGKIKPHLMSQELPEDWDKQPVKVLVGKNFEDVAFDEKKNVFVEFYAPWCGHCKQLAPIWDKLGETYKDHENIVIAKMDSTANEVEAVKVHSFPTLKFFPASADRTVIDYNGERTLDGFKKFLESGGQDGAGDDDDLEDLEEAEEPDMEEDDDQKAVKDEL
# * = called active by the depositor; nt = no result given. Rows are unselected; about 3.3% have a hit in one of these screens.
SMILES	TRPM1 prom inh	HIF-2a block	NR2E3 ag-1	NR2E3 ag-2	CF NFkB inh	Shn3 inh set2	Peg3 promoter	KKLEB cytotox	CaV13 FRET inh	Vif imaging	PDI turbidity
CCOC(=O)N1CCN(C(=O)c2ccc(NS(=O)(=O)c3ccc(C)cc3)cc2)CC1	10	-3	8	3	16	26	20	3	-5	-13	1
Nc1nnc2c(n1)CCCC2	-5	11	11	1	0	-3	-5	6	-5	19	1
CC(C)C(NC(=O)CCNC(=O)c1ccccc1Cl)c1nc2ccccc2[nH]1 (configuration not stated)	3	-5	11	5	15	-16	-9	1	-6	-3	-2
Cc1cccc(/C=C2\Sc3ccc(C(=O)N4CCC(C(N)=O)CC4)cc3N(C)C2=O)c1	8	-38	-12	-2	23	3	-7	5	-2	-17	-1
CCN(CC)C(C(=O)Nc1ccc(C(C)C)cc1)c1ccc2c(c1)OCO2 (configuration not stated)	8	-3	-3	0	6	16	-5	-16	-6	20	-3
O=C(Nc1cccc(S(=O)(=O)NC2=NCCC2)c1)c1ccccc1OC(F)F	15	17	-1	-5	15	-11	-7	4	-2	7	-85
CCc1ccc(OCC(=O)NC(=S)Nc2cccc(CO)c2)c(Br)c1	-53	-132	-5	4	-7	-91	-324	-4	nt	-6	-1
CC(=O)N1c2ccc(S(=O)(=O)N3CCC(C(=O)Nc4cccc(C(F)(F)F)c4)CC3)cc2CC1C (configuration not stated)	20	15	59	-1	1	93*	8	-11	-2	-1	-3
Cc1ccc(Cn2c(=O)cc(C(=O)O)c3ccccc32)cc1	2	-14	-9	1	-17	-2	-1	6	-10	-11	-2
COCC(=O)N(CCc1ccc(OC)c(OC)c1)Cc1nc2ccccc2c(=O)[nH]1	11	16	12	2	16	3	16	-15	-5	-2	7
CCCOc1ccc(CN(CCO)CCO)cc1[N+](=O)[O-]	15	2	-9	0	-7	-8	5	8	-9	4	-8
CCOC(=O)c1ccc(NC(=O)CSc2nnc(Cc3cccs3)n2C)cc1	7	-19	-16	-1	-7	-2	-4	-7	nt	30	7
CCOc1ccc(N(CC(=O)NC2CCCCC2)C(=O)CCC(=O)Nc2nc(C)cs2)cc1	-2	5	-31	1	-6	3	8	-3	-5	-9	5
CC(C)c1ccc(NC(=O)C(c2ccc3c(c2)OCO3)N2CCC3(CC2)OCCO3)cc1 (configuration not stated)	3	0	-6	3	0	6	-4	7	-5	-3	8
CCOC(=O)c1sc(-c2cccc([N+](=O)[O-])c2)cc1N	-12	-130	-117	1	-18	18	-86	1	-4	-2	-5
Cc1ccccc1-n1nnnc1SCCCC(=O)c1ccc(F)cc1	1	-9	-3	2	2	6	-11	-2	-5	-2	10
Cc1cccc(-n2c(=O)c3c4c(sc3n3c(=S)[nH]nc23)CCC4)c1	-15	21	-6	nt	-6	7	25	-4	-1	-4	5
COc1ccc(OC)c(CCNC(=O)CCCC(=O)n2ncc3cc(C)ccc32)c1	7	-22	-107	4	-11	7	10	5	-6	-1	nt
COc1ccc(F)cc1C(=O)C1CCCN(C(=O)c2cccc(N(C)C)c2)C1 (configuration not stated)	1	8	0	-5	3	14	9	-2	-6	9	1
COc1ccc(Cl)cc1NC(=O)CN(C)C(=O)c1ccc(OCc2ccccc2)c(OC)c1	6	-11	43	0	-29	15	36	5	-7	-10	-2
CC(C)(C)OC(=O)N1Cc2ccccc2C[C@H]1C(=O)NCC(=O)NC1CCCCC1	11	-1	-22	-1	-7	-6	-3	-2	-13	5	-7
C=CCn1c(SCC(=O)NC2CCCC2)nnc1-c1cccnc1	4	13	-20	-2	-23	-1	5	-1	-2	nt	0
COCCN1Cc2cccc(C(=O)Nc3ccc4c(c3)OCCO4)c2C1=O	-2	13	-9	3	-51	87*	-4	4	-11	-6	nt
Cc1cccc(NC(=O)CSc2nc3ccc(N4C(=O)c5ccccc5C4=O)cc3s2)c1C	-1	31	-11	1	8	-40	6	-24	-8	-16	-5
O=C(NS(=O)(=O)N1CCOCC1)C1=C(N2CCCC2)COC1=O	-16	2	-27	nt	-6	-9	5	-7	-9	13	-35
Cc1ccc2c(C)c(C(=O)N(Cc3ccc(F)cc3)C3CCS(=O)(=O)C3)oc2c1 (configuration not stated)	10	24	8	-1	-12	-14	-1	3	-7	18	-4
Cc1cccc(-c2onc3ccc(C(=O)/C=C/N(C)C)cc23)c1	0	-15	-43	3	11	10	-14	10	-13	-10	5
NC(=S)Cc1nc(-c2ccc(Cl)cc2)cs1	-19	-59	-30	4	-22	5	-89	24	-4	4	-2
O=C(N/N=C/c1cccnc1)c1ccc(NC(=O)c2ccc(F)cc2)cc1	-4	-13	-8	-3	4	8	-20	-4	-3	-10	-80
Cc1nn(-c2ccccc2)c(Cl)c1/C=N/NC(=O)c1ccco1	-55	-202	-88	-2	6	-18	-246	-8	-6	13	-5
CSc1nc2ncc3c(n2n1)CC1c2ccccc2CCN1C3=O (configuration not stated)	-4	-30	4	1	-40	3	16	-1	-4	-19	4
Cc1c2c(=O)n(-c3nc4ccccc4s3)nc-2cc(O)n1Cc1ccccc1	46	8	-9	nt	-12	3	-32	0	nt	2	-6
O=C(Nc1ccc(N2CCCC2)c(Cl)c1)c1ccc([N+](=O)[O-])o1	73*	84*	18	nt	70*	64	110*	-46	-5	22	1
Cc1nnc(SCC(=O)N/N=C/c2cn(-c3ccccc3)nc2-c2ccccc2)n1-c1ccccc1	-22	-57	-20	4	2	12	-30	-21	-2	-16	5
COc1ccc(Cl)cc1NC(=O)CNc1ccccc1F	-3	13	8	-2	15	-3	1	-1	-6	6	0
CCC(Cc1ccccc1)NS(=O)(=O)c1ccc2c(c1)NC(=O)C(C)S2 (configuration not stated)	11	13	49	4	10	37	11	2	-3	-3	-3
O=C(NCCO)C(=O)Nc1cc2c3c(c1)CCN3C(=O)CC2	9	5	0	-1	-8	-12	-8	19	-3	2	0
COc1ccccc1CNCc1cc(=O)oc2c(C)c(C)ccc12	15	3	-31	1	16	1	32	-3	-20	21	-2
CCOC(=O)c1sc(NC(=O)C2CC=CCC2C(=O)O)nc1C (configuration not stated)	18	-16	14	3	-10	8	15	8	nt	nt	-15
O=C(NC1CC1)C1CCN(C2CCN(C(=O)/C=C/c3ccc(F)cc3)CC2)CC1	9	-1	10	-3	-29	-14	-3	0	-5	9	0
CCn1c(C)c(C2=CCN(S(=O)(=O)c3ccccc3)CC2)c2ccccc21	-11	1	-16	1	23	7	6	14	-21	-6	7
O=C(CSc1cn(Cc2ccccc2)c2ccccc12)Nc1nccs1	nt	-300	-139	3	-16	-43	-325	-3	-7	2	nt
COc1ccc(/C=C(\NC(=O)c2ccccc2)C(=O)NCc2ccco2)cc1	13	6	-2	-2	0	3	6	0	-6	1	-6
COc1cc(SC#N)ccc1N=Cc1c(C)[nH]n(-c2ccc(Cl)cc2)c1=O	45	12	-18	-3	-13	68	56*	9	-3	-1	-4
CCCc1nnc(NC(=O)CCC(=O)N2CCN(Cc3ccc(F)cc3)CC2)s1	7	7	24	0	-6	1	-11	7	-2	-4	0

# Arranged by heavy-atom count (smallest number first): part of the list above.
SMILES	TRPM1 prom inh	HIF-2a block	NR2E3 ag-1	NR2E3 ag-2	CF NFkB inh	Shn3 inh set2	Peg3 promoter	KKLEB cytotox	CaV13 FRET inh	Vif imaging	PDI turbidity
CCOC(=O)c1sc(NC(=O)C2CC=CCC2C(=O)O)nc1C (configuration not stated)	18	-16	14	3	-10	8	15	8	nt	nt	-15
COc1ccc(/C=C(\NC(=O)c2ccccc2)C(=O)NCc2ccco2)cc1	13	6	-2	-2	0	3	6	0	-6	1	-6
Cc1nnc(SCC(=O)N/N=C/c2cn(-c3ccccc3)nc2-c2ccccc2)n1-c1ccccc1	-22	-57	-20	4	2	12	-30	-21	-2	-16	5

# Next part
SMILES	TRPM1 prom inh	HIF-2a block	NR2E3 ag-1	NR2E3 ag-2	CF NFkB inh	Shn3 inh set2	Peg3 promoter	KKLEB cytotox	CaV13 FRET inh	Vif imaging	PDI turbidity
Cc1nn(Cc2cccc(C(=O)N3CCCC(C)C3)c2)c(C)c1[N+](=O)[O-] (configuration not stated)	1	7	-10	2	10	5	15	-6	-3	5	2
O=C(NC1CCCC1)C(c1cccnc1)N(Cc1ccccc1F)C(=O)c1csnn1 (configuration not stated)	5	20	-5	2	-7	-27	6	5	-2	15	10
CSc1ccc(S(=O)(=O)N(CC(=O)NN=C2CCN(C)CC2)c2ccc(C)cc2)cc1	-5	21	17	2	12	-20	-1	6	-7	3	3
O=C(Nc1nc(-c2cc3ccccc3oc2=O)cs1)c1ccc(Br)o1	-10	-17	-132	0	-13	-9	-31	5	-10	4	-5
C=CCNC(=S)N/N=C/c1ccc(OCc2ccccc2Cl)cc1	5	-4	-30	-3	9	12	1	15	-4	0	-1
O=C(c1cccnc1)N1N=C2CCCCCC2C1(O)C(F)(F)F (configuration not stated)	-10	17	1	0	-2	29	14	5	10	-1	6
COc1ccc(CSC2=NCCN2)cc1Cl	-3	-10	-29	3	-10	-23	6	9	-5	nt	0
Cc1cc(C(=O)N2CCCc3ccccc32)ccc1[N+](=O)[O-]	8	-2	-13	-3	1	18	7	-6	6	-2	1
CCOc1cc2[nH]c(=S)n(Cc3ccc(C(=O)NCCCN(CC)CC)cc3)c(=O)c2cc1OCC	11	25	11	2	1	12	38	1	-21	-6	-10
Cc1cccc(NC(=O)c2cnn(C)c2)c1C	9	3	11	-3	4	8	9	4	-13	-4	2
COCCN(C(=O)/C=C/c1cccc([N+](=O)[O-])c1)c1c(N)n(Cc2ccccc2)c(=O)[nH]c1=O	7	19	22	-1	1	-11	-3	-6	-16	-9	-2
CCc1ccc(OCC(=O)NNC(=O)c2cc(S(=O)(=O)N3CCOCC3)ccc2N2CCCC2)cc1	-17	4	-21	3	14	-2	-1	-8	-2	3	10
O=C(CN1C(=O)NC2(CCCC2)C1=O)OCc1ccccc1F	-9	1	-31	3	0	5	-5	10	-3	-1	7
COc1ccc(C(CNC(=O)C(C)Oc2ccc(Br)cc2)N2CCOCC2)cc1 (configuration not stated)	-8	13	-15	0	2	-1	0	4	-7	3	0
O=C(Nc1nccc(-c2cccs2)n1)c1ccccc1Cl	-50	-99	-34	-3	-11	-27	-110	-14	-4	2	-8
Cc1noc(C)c1C(=O)OCC(=O)N(C)C1(C#N)CCCCC1	-11	-34	-52	2	8	-16	-29	-2	-6	4	18
CCC(C)N(C(=O)Cn1nnc(-c2ccc(Cl)cc2)n1)C1CCS(=O)(=O)C1 (configuration not stated)	0	3	1	-1	-22	-14	-3	5	-1	-3	3
COc1ccc(Cl)c(NC(=O)Nc2c(C)n(-c3ccccc3)c(=O)n2C)c1	4	2	7	3	-5	-6	1	6	-5	5	4
CSC(=S)N(C)C1CCS(=O)(=O)C1 (configuration not stated)	2	16	-35	0	6	-8	-3	1	-18	7	-1
